Screens: PubChem, National Center for Advancing Translational Sciences (NCATS)
N370S GC – N370S glucocerebrosidase modulation, Gaucher chaperone candidate. N370S GC spleen homogenate, 4MU-glucoside fluorescence. Potency, µM (highest dose often 59.4 µM), for the others: at the top dose activity change, negative = inhibition, most hits filed as inhibitors. hit rate 0.092% among 330,000. AID 2101;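 also: 0% = full enzyme activity and -100% = no enzyme basal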
DT40 TDP1 CPT – DT40-hTDP1 cell growth loss with CPT | chicken DT40 Tdp1-/-;hTDP1 cells + 20 nM CPT, ATP luminescence, 48 h | Potency, µM (highest dose often 46.2 µM), inactives show top-dose activity change, negative = growth inhibition, usual class: inhibitors | hit rate 12% among 420,000 | AID 686979; also: nearly all actives have a fitted effect of over 55% in size
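Chicken DT40 Tdp1-/- cells stably complemented with human TDP1 were seeded at 400 cells/well in medium containing 20 nM camptothecin, exposed to pin-transferred compounds, and grown at 37 °C for at least 48 hr. Viability was read as ATP luminescence.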
FEN1 inh – inhibitors of human flap endonuclease 1; P39748; Recombinant FEN1 flap cleavage, fluorescence, 15 min; Potency, µM (highest dose often 114 µM), inactives show top-dose activity change, negative = inhibition, actives largely listed as inhibitors; hit rate 0.35% among 390,000; AID 588795; also: nearly all actives have a fitted effect of over 65% in size
Target sequence (P39748 whole entry, looked up): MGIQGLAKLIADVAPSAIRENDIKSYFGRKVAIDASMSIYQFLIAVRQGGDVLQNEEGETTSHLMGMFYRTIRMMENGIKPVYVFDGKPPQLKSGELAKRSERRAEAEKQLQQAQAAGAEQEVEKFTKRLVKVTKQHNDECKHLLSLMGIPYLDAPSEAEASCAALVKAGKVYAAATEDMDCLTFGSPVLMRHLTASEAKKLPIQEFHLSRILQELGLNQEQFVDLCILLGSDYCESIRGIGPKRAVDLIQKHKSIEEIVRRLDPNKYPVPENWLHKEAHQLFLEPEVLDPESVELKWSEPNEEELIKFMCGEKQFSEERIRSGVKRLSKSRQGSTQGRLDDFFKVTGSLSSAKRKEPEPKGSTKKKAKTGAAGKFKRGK
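Steps: FEN1 (10 nM) dispensed; compound added by pin tool; 15 min at room temperature; substrate added to 50 nM final; reads at 0 min and 15 min; data normalized and fitted (four-parameter Hill).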
* = called active by the depositor; ? = inconclusive; . = no result given; & = joins results of further samples; [ ] = remark or other dose. Calls follow the shape of the dose curve; as a rule, active = well fitted curve in the direction sought with a large enough effect; inconclusive = small, poorly fitted or top-dose-only effect, or another doubt; inactive = no such curve, though single readings can be large; an effect the other way counts as inactive or inconclusive. Unless noted, % is scaled to controls: 0 for no effect and ±100 for the full control effect; potency is read from the fitted curve at half-maximal effect. These rows are one share of the data; the hit share may differ from the screen's.

SMILES | N370S GC | DT40 TDP1 CPT | FEN1 inh
COC(=O)C1=C(C)N(Cc2ccccc2)C(=NCCc2c[nH]c3ccccc23)N[C@H]1c1ccccc1 | -18% | ? | 12%
Cc1c(C)c2c(OCC(=O)N3CCC(C(=O)O)CC3)cc3c(c2oc1=O)CCC(C)(C)O3 | ? | -17% | 9%
Cc1ccc(CCNC(=O)Cn2c(-c3cccs3)cc3cc(F)ccc32)cc1 | . | 18µM* | 23%
O=C(NCc1ccncc1)c1ccc(S(=O)(=O)Nc2ccccc2)cc1 | -25% | ? | -1%
Cn1c(=O)n(Cc2ccccc2)c(=O)c2c1nc1n2CCN1c1ccccc1 | . | -12% | 18%
O=C1C(=O)N(CNc2ccccn2)c2ccccc21 | -22% | 2.1µM* | -8%
O=C(NCC(c1ccco1)S(=O)(=O)c1cccs1)c1ccc(Cl)cc1 (stereo not drawn) | . | -26% | 13%
O=C(COc1cccc2ccccc12)NNC(=O)c1cnccn1 | 1% | ? | -1%
Cc1nnc(N2CCN(C(=O)Nc3cccc(C(F)(F)F)c3)CC2)c2nn(-c3ccccc3)c(C)c12 | . | ? | -3%
COc1ccc(CN2CC[C@H]3C=CC[C@@H](C(=O)Nc4nccs4)[C@H]3C2=O)cc1OC | . | -19% | 14%
C=CCc1ccc(OCCOc2cccc(/C=N/n3cnnc3)c2)c(OC)c1 | . | ? | -5%
Cc1ccc(-n2nnnc2SCC(=O)c2c(N)n(CC(C)C)c(=O)n(C)c2=O)cc1 | 5% | 0% | -13%
CC(C(=O)c1ccc(-c2ccccc2)cc1)[n+]1cccc(Br)c1 (stereo not drawn) | -27% | -16% | 11%
COCC(C)N1CCC(n2nccc2NC(=O)CCCc2ccccc2)CC1 (stereo not drawn) | -5% | -18% | -5%
C/C(=N\NC(=O)C1CC1)c1cccnc1 | 4% | -3% | 11%
COc1ccc(CCc2nc(-c3cccs3)no2)cc1 | 14% | 5% | 10%
Cc1c(C)n(Cc2ccccc2)c2ccc(C(=O)NCc3ccccc3F)cc12 | . | 18µM* | 9%
COc1ccc(S(=O)(=O)N2CCCCCC2)cc1NC(=O)CCCOc1ccccc1 | . | -26% | -11%
O=C(Nc1ccc([N+](=O)[O-])cc1)c1cccc(S(=O)(=O)Nc2ccccn2)c1 | -2% | -19% | -7%
Cc1ccc(CNC(=O)C2CCN(c3ncnc4c3nc3n4CCCCC3)CC2)cc1 | . | 12% | -1%
O=C(CCC1N=C2c3ccccc3N=C(SCC(=O)NCC3CCCO3)N2C1=O)NCc1ccc(F)cc1 (stereo not drawn) | ? | -8% | -7%
Cc1cc(C)cc(NC(=O)Cn2c(=O)n(-c3ccc(C)c(C)c3)c(=O)c3oc4ccccc4c32)c1 | . | 8% | -2%
NC(=O)CC(NC(=O)c1cccc(Br)c1)c1ccc(NC2CCC2)c([N+](=O)[O-])c1 (stereo not drawn) | -14% | ? | -21%
CC[n+]1c(C)sc2c(C)cc(C)cc21 | 0% | 23µM* | -11%
Cn1nnnc1SCC(=O)Nc1ccc(Cl)cn1 | -3% | 6% | 0%
Cc1cc2oc(=O)cc(CN3CCCCC3C)c2cc1C (stereo not drawn) | -25% | ? | -20%
CCN(CC)CCCNC(=O)c1cn(C)c2ccc(S(=O)(=O)N3CCOCC3)cc2c1=O | . | 0% | 7%
Cc1noc(C)c1C(=O)Nc1nc(C23CC4CC(CC(C4)C2)C3)cs1 | 17% | ? | -21%
Nc1ccccc1C=C1Cc2ccccc2C1=O | . | 11% | -2%
Brc1ccc2cccnc2c1 | 1% | 0% | 7%
Cc1oc2ccc(O)c(CN3CCN(Cc4ccccc4)CC3)c2c1C(=O)Nc1cccc(Cl)c1C | . | 16µM* | -3%
Cc1cccc(NC(=O)C(=O)NNC(=O)c2ccc(C(C)(C)C)cc2)c1 | -16% | ? | 9%
COC(=O)c1nn(-c2ccccc2)c(Sc2ccc(Cl)cc2)c1/C=N/O | -6% | -11% | -10%
O=C(CC1CCCCC1)NCc1nc(-c2ccccc2)no1 | -12% | -5% | -3%
Cc1c(C=NNc2ccccc2)[nH]c(=O)[nH]c1=O | . | 1% | -6%
O=C(CNC(=O)Cc1ccccc1)N=Nc1c(O)[nH]c2ccccc12 | -8% | 3% | -2%
CC(=O)c1ccc(OCC(=O)OCC(=O)N(CC(C)C)c2c(N)n(Cc3ccccc3)c(=O)[nH]c2=O)cc1 | -22% | 11% | -2%
CCOC(=O)c1nn(-c2ccc(OCC)cc2)c2nc(-c3cccc(OC)c3)c(C#N)c(=O)n12 | -1% | ? | -1%
COc1cc(/C=N/n2nnnc2N)cc(Cl)c1OC | . | 5% | 1%
C=CCSc1nc(C)c(Cc2cccc3ccccc23)c(=O)[nH]1 | 1% | ? | -2%
N#Cc1cnc(NCc2ccc(Cl)cc2Cl)nc1 | -6% | 4% | 1%
CC(=O)N1c2ccccc2[C@H](C)[C@H]1C | . | 5% | -8%
C/C(=N\OC(=O)c1ccc(Cl)c(Cl)c1)c1sc(C)nc1C | 27% | -24% | 6%
CC(Oc1cccc(F)c1)C(=O)/C=C\N(C)C (stereo not drawn) | 9% | -17% | -8%
Cc1[nH]c2ccccc2c1C(=O)C(=O)N1CCN(c2ccccc2F)CC1 | -28% | 0% | -22%

Laid out differently: 3 of the compounds above.
smiles,N370S GC,DT40 TDP1 CPT,FEN1 inh
CCOC(=O)c1nn(-c2ccc(OCC)cc2)c2nc(-c3cccc(OC)c3)c(C#N)c(=O)n12,-1%,?,-1%
COc1cc(/C=N/n2nnnc2N)cc(Cl)c1OC,.,5%,1%
C=CCSc1nc(C)c(Cc2cccc3ccccc23)c(=O)[nH]1,1%,?,-2%

(list continues)
SMILES | N370S GC | DT40 TDP1 CPT | FEN1 inh
COc1ccc2c(C)cc(=O)[nH]c2c1 | 3% | -8% | -6%
CN(CC(=O)Nc1ccc(F)cc1)C(=O)c1cc(-c2ccco2)nc2ccccc12 | ? | -6% | 10%
COc1c(C)cccc1C(=O)Nc1ccc(N2CCOCC2)c(Cl)c1 | 5% | ? | -12%
CCC(C(=O)OCC(=O)N(CCOC)c1c(N)n(Cc2ccccc2)c(=O)[nH]c1=O)c1ccccc1 (stereo not drawn) | -8% | -10% | 5%
COc1cccc(C(=O)Nc2cc3c(cc2N2CCOCC2)n(C)c(=O)n3C)c1 | ? | -1% | 0%
COc1cccc(CC2(CO)CCN(Cc3cccn3-c3cccnc3)CC2)c1 | -4% | ? | 4%
CN(C)CCN1C(=O)CCC2(C)C1=CCC1C2CCC2(C)C1CCC2(C)O (stereo not drawn) | . | 3% | 2%
Cn1nc(C(F)(F)F)c2cc(C(=O)NC3CC3)sc21 | 6% | -4% | 0%
OC1CCN(Cc2cccc3ccccc23)CC1 | -3% | 15% | 15%
Cc1cccc(NC(=O)c2ccc(F)c(S(=O)(=O)N(C)C3CCCCC3)c2)c1 | . | ? | -17%
CC1Cc2ccccc2N1C(=O)Cn1nc(C(=O)O)c2ccccc2c1=O (stereo not drawn) | -21% | -9% | 0%
O=C(CCc1ccccc1)N=C1SC2CS(=O)(=O)CC2N1c1ccc(F)cc1 (stereo not drawn) | -13% | -2% | 1%
COc1cccc(CC(=O)NC2CCCN(Cc3ccccc3F)C2)c1 (stereo not drawn) | -3% | -23% | 6%
CCOc1ccc(CCNC(=O)CN2CCN(Cc3ccc(Cl)cc3)C2=O)cc1OCC | . | -29% | 5%
CCCC(=O)Nc1nc(C)c(C(C)=O)s1 | 10% | -12% | -2%
COC(=O)CN1C(=O)[C@@H]2[C@H](C1=O)[C@@H]1CC(C(=O)OC)=C[C@@H](C(=O)OC)[C@@H]3C1=C(C(=O)[C@]3(C)NC(=O)c1ccccc1)[C@@H]2C | . | -1% | -1%
Cc1nc2c(Cl)cc(Cl)cc2[nH]1 | -2% | 0% | -7%
Cc1ccc(NC(=O)CCn2c(=S)oc3ccccc32)cc1 | 19% | 4% | -5%
COc1ccc(N(CC(=O)NCc2ccccc2OC)S(=O)(=O)c2ccc(C)cc2)cc1Cl | -4% | ? | -21%
CC(C)N1CCN(Cc2cc(F)ccc2-n2cccn2)CC1CCO (stereo not drawn) | 0% | 43%[activator] | 2%
CC(=O)Nc1ccc(NC(=O)CC2Nc3cccc4cccc(c34)NC2=O)cc1 (stereo not drawn) | -1% | -15% | -6%
O=C(NO)c1ccccc1C(F)(F)F | 8% | -2% | 25%
Cc1ccc(S(=O)(=O)NNC(=O)C2CCN(S(=O)(=O)c3ccc(C)cc3)CC2)cc1 | -1% | -10% | 0%
O=C(NCc1cccnc1)c1nc(-c2cccs2)no1 | -22% | 15% | 16%
COc1ccccc1-n1cnnc1SCC(=O)c1cc(C)n(Cc2cccs2)c1C | -4% | ? | 7%
CC(C)NCC(O)Cn1c2c(c3ccccc31)CCc1c-2cnn1-c1ccccc1 (stereo not drawn) | -12% | 3.7µM* | -33%
COC(CNC(=O)c1ccc(N2CCC3(CC2)OCCO3)c([N+](=O)[O-])c1)OC | 9% | -4% | 1%
CCN(CC)CCN(C(=O)/C=C/c1cccs1)c1nc2ccc(Cl)cc2s1 | -17% | ? | 21%
O=C(CSCCc1ccccn1)Nc1cccnc1Cl | 1% | -5% | -3%
CCC(=O)c1cccc(-c2ccccc2)c1CC | . | 5% | -1%

An excerpt of these results, tab-delimited.
smiles	N370S GC	DT40 TDP1 CPT	FEN1 inh
CC(=O)Nc1ccc(NC(=O)CC2Nc3cccc4cccc(c34)NC2=O)cc1 (stereo not drawn)	-1%	-15%	-6%
O=C(NO)c1ccccc1C(F)(F)F	8%	-2%	25%
Cc1ccc(S(=O)(=O)NNC(=O)C2CCN(S(=O)(=O)c3ccc(C)cc3)CC2)cc1	-1%	-10%	0%
O=C(NCc1cccnc1)c1nc(-c2cccs2)no1	-22%	15%	16%
COc1ccccc1-n1cnnc1SCC(=O)c1cc(C)n(Cc2cccs2)c1C	-4%	?	7%
CC(C)NCC(O)Cn1c2c(c3ccccc31)CCc1c-2cnn1-c1ccccc1 (stereo not drawn)	-12%	3.7µM*	-33%

Next section.
SMILES | N370S GC | DT40 TDP1 CPT | FEN1 inh
Cc1cc(NC(=O)c2cc(-c3ccco3)on2)nn1Cc1ccc(Cl)cc1 | -9% | 21µM* | -7%
CCCCn1c(N)c(N(CCC(C)C)C(=O)c2cccc(-n3cnnn3)c2)c(=O)[nH]c1=O | -7% | -7% | 1%
COc1ccc(N2CCN(C(=O)Nc3cn(CC(C)C)c(=O)c4ccccc34)CC2)cc1 | . | -24% | 2%
CCOC(=O)C1CCN(C(=O)Cc2cccc3ccccc23)CC1 | 8% | 5% | -13%
O=C(O)c1ccc(NC(=O)c2cn(-c3ccccc3)nc2-c2cccc(Cl)c2)cc1 | 1% | ? | 9%
O=C(CN1CCCC1)NC(=O)NC1CCCC1 | 3% | 6% | -4%
COc1ccc(C(C(=O)NC2CCCC2)N(Cc2cccs2)C(=O)c2ccn[nH]2)cc1OC (stereo not drawn) | -5% | -3% | -4%
COc1ccc(C(=O)/C=C/C(=O)N(CC(=O)NC2CCCCC2)Cc2cccs2)c(O)c1 | -2% | 1.6µM* | 6%
CCN1C(=O)c2cccc3c(NC(=O)c4ccc(OC)c(OC)c4)ccc1c23 | -11% | -22% | -4%
CCCCC(=O)N=c1sc2cc([N+](=O)[O-])ccc2n1C | 1% | ? | 1%
CC1(c2ccc3c(c2)OCCCO3)NC(=O)N(CC(=O)Nc2cccc(C#N)c2)C1=O (stereo not drawn) | . | -3% | 8%
O=C(NCc1ccc(C(F)(F)F)cc1)C1CC(c2ccc(C(F)(F)F)cc2)=NO1 (stereo not drawn) | . | 23µM* | -13%
COc1cccc(NC(=O)CCc2nc(-c3cccs3)no2)c1 | 5% | -4%&-2% | 9%&-22%
Cc1ccc(C(=O)NC2CCN(CC(=O)Nc3ccccc3Cl)CC2)cc1 | -5% | 3% | 2%
CCN(CC)c1ccc(/C=C/c2ccc3ccccc3n2)cc1 | . | 0.16µM* | 45µM*
Cc1ccc(N2C(=O)C(Cc3ccc(O)cc3)NC2=S)cc1C (stereo not drawn) | -1% | -23% | -2%
Cc1cc2oc(C(=O)Nc3nc(-c4ccccc4)ns3)c(C)c2cc1Cl | . | ? | -6%
CCC1(C)Cc2ccccc2-c2nc(SC)[nH]c(=O)c21 (stereo not drawn) | 11% | -20% | -14%
CCOC(=O)c1c(NC(=O)c2cc(-c3ccc(Cl)cc3)on2)sc2c1CCCC2 | . | -19% | 10%
NS(=O)(=O)c1ccc(NC(=S)Nc2nn(Cc3ccc(Cl)cc3Cl)cc2Cl)cc1 | -9% | ? | -14%
O=C1CSC(c2ccccc2)N1CCc1ccccc1 (stereo not drawn) | -8% | -14% | 2%
Cc1ccccc1-c1nccc(NCCN2CCOCC2)n1 | -1% | -6% | .
Cc1cccc(Nc2nnc(SCC(=O)Nc3ccccc3[N+](=O)[O-])s2)c1 | -2% | ? | -2%
C=CC[n+]1c(-c2ccc(OC)c(OC)c2)csc1NNC(=O)Nc1ccccc1 | -3% | 7.3µM* | -12%
COc1ccc(CCCC(=O)NCCc2ccccc2)c(C)c1 | -11% | -20% | 19%
